EWS-Fli block = EWS/Fli-driven NR0B1 reporter inhibitors, primary screen, A673 cells, NR0B1 luciferase, luminescence, MLPCN library. AID 651661, 2012. inhibition, % at 12.6 µM. viability-normalised. hit rate 0.67% among 350,000;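 active means mean inhibition of at least 50% after viability correction, with every replicate also passing that limit; inconclusive means mean reaches 50% but only one of two replicates passes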;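 further: firefly luciferase signal divided by Alamar Blue viability fluorescence both relative to DMSO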
PAX8 inh HTS = inhibitors of PAX8-driven TPO luciferase reporter, primary screen, RMG-I cells, single concentration. inhibition, % at 12.6 µM. SteadyGlo, 24 h. AID 652154, 2013. hit rate 1.2% among 360,000;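 active means mean replicate inhibition at least 60% with every replicate also reaching 60%; inconclusive means only one of the two criteria is met; inactive means mean below 60% and not all replicates reaching 60%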;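 further: luciferase light reporting Pax8 driven TPO promoter activity; plate controls were median of neutral control wells for no effect and mitoxantrone controls for full effect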
CFTR F508del cor = F508del CFTR correction, initial screen, CFBE line, single point | CFBE cells, YFP halide quenching; stimulated with forskolin plus potentiator P3; % fluorescence drop versus neutral controls | activity (quench increase), % at 7.58 µM | hit rate 0.36% among 350,000 | AID 720511, 2013;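 active means mean added fluorescence quench of at least 8% versus neutral control, with both replicates also reaching 8%; inconclusive means only one of the mean or replicate conditions met; inactive means mean below 8% and not both replicates reaching 8%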;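 further: cells transiently co-express mutant CFTR-F508del with the halide-sensitive YFP; corrector assay measuring rescue of mutant channel to the surface after 24 h compound exposure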
ARNT TACC3 PPI = disruptors of ARNT/TACC3 protein interaction, primary screen, biochemical, AlphaScreen, single concentration; Transforming acidic coiled-coil-containing protein 3 (Homo sapiens), Q9Y6A5; AlphaScreen His-ARNT PAS-B/GST-TACC3 binding, luminescence; TACC3 fragment carries E629A point mutation; inhibition, % at 9.99 µM; hit rate 0.66% among 390,000;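 active means mean inhibition of replicates at least 50% and at least half of replicates each reaching 50%; inconclusive means half or more replicates reach 50% but mean below 50%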;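 further: 0% = complete ARNT plus TACC3 wells and 100% = ARNT alone without TACC3; many hits fall short of the cut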
INS-1E GSIS act = GLuc luminescence reporter in INS-1E cells, primary screen for activators of glucose-dependent secretion of insulin. INS-1E GLuc reporter insulin secretion, 2-3 h. activation, % at 16.6 µM. hit rate 0.61% among 370,000. AID 743287, 2014;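 active means lowest replicate activation of at least 40%, so every replicate reaches that level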;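 further: 0% = median of neutral control wells and 100% = median of IBMX positive control wells; some compounds called inactive have numbers as strong as hits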
DENV2 CPE rescue = inhibitors of DENV2 cytopathic effect, primary screen, cell-based, plate reader, single concentration; DENV2-infected cells, cytopathic effect rescue; hit rate 1.7% among 350,000; CPE inhibition, % at 9.99 µM; in the data active means CPE inhibition above about 20%, passing the limit was not always enough; inconclusive means no clear call, values can overlap the other calls; tested in BHK-21 cells;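 further: 0% = median of neutral control wells and 100% = median of positive control wells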
ERp5 inh = inhibitors of ERp5-driven insulin aggregation, primary screen, biochemical, turbidity, absorbance 650 nm, single point; AID 651711, 2012; hit rate 0.05% among 350,000; 90 min; Protein disulfide-isomerase A6 (Homo sapiens), Q15084; inhibition, % at 9.99 µM;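 active means mean replicate inhibition above about 25%, with every replicate also reaching it, limit read from the data, passing the limit was not always enough; inconclusive means only one of those two criteria met; inactive means neither criterion met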
Target sequence (Q15084 whole entry, looked up): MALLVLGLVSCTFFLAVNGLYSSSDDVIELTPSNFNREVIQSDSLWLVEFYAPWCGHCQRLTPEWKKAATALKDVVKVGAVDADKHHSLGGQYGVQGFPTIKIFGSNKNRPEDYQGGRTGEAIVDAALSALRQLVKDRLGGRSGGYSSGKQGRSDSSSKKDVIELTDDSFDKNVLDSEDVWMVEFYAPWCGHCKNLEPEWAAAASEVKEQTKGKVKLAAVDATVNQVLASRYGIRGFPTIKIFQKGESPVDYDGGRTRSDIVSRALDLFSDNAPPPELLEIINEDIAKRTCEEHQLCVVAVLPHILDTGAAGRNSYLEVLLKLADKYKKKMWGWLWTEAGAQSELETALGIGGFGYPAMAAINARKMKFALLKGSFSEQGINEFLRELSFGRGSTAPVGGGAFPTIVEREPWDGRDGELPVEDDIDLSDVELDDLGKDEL
Xi reactivation = activators of inactive X chromosome reactivation, primary screen, imaging, XiGFP fibroblasts, GFP high-content imaging, set 2; AID 743238, 2013; XiGFP mouse fibroblasts, % GFP-positive cells imaging, 3 d; cells co-treated with 5-aza-dC sensitizer; scaled so ellipticine positive control = 100%; activation, % at 7.58 µM; hit rate 0.055% among 360,000;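 active means mean normalized replicate activation at least 10% and every replicate at or above 10%; inconclusive means only one of the two criteria met; inactive means mean below 10% and not all replicates reach 10%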;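 further: 0% = median of on-plate neutral control wells and 100% = ellipticine 6 µM median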
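System: XiGFP fibroblasts, SV40-immortalized. Medium: DMEM plus 5-aza-dC sensitizer. Doses: single point. Timing: 3 d treatment, 15 min room-temperature fixation. Control set: ellipticine 6 µM.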
Numbers without * were called inactive; ? = inconclusive; nt = no result given.

SMILES	EWS-Fli block	PAX8 inh HTS	CFTR F508del cor	ARNT TACC3 PPI	INS-1E GSIS act	DENV2 CPE rescue	ERp5 inh	Xi reactivation
Cc1noc(C)c1NC(=O)Nc1ccc2c(c1)CC(=O)N([C@@H](C)CO)C[C@@H](C)[C@H](CN(C)C(=O)Nc1ccccc1)O2	-10	22	-3.1	-8	16	8	-5	-0.2
CN1C2CCC1CC(NC(=O)c1cc(S(=O)(=O)N(C)C)c(Cl)cc1Cl)C2 (stereo not drawn)	2	-23	-5.4	-6	22	-4	5	-0.7
CCCC(=O)Nc1ccc2c(c1)OC[C@@H](C)N(C(=O)c1ccccc1F)C[C@H](C)[C@@H](OC)CN(C)C2=O	-1	nt	-0.4	nt	3	nt	nt	-0.1
C[C@@H]1CN([C@H](C)CO)C(=O)c2cc(NC(=O)Nc3cccc4ccccc34)ccc2O[C@@H](C)CCCCO[C@@H]1CN(C)C(=O)NC1CCCCC1	-4	34	0.2	-5	7	16	15	0.0
O=S(=O)(c1ccccc1)N1CC2CC(Br)C(Br)CC21 (stereo not drawn)	-1	3	-2.0	nt	-4	6	2	0.0
C[C@@H]1CN([C@@H](C)CO)C(=O)c2cccc(NC(=O)c3ccc(-c4nccs4)cc3)c2O[C@H]1CN(C)S(=O)(=O)c1ccccc1	-12	-13	-0.2	-2	-1	-12	-3	-0.5
C[C@H]1CN([C@@H](C)CO)C(=O)Cc2cc(NC(=O)C3CCCCC3)ccc2O[C@@H]1CN(C)S(C)(=O)=O	-11	0	-3.0	-7	7	-7	1	0.0
C[C@H](CO)N1C[C@H](C)[C@@H](CN(C)S(=O)(=O)c2ccc(F)cc2)Oc2c(NC(=O)c3nc4ccccc4s3)cccc2C1=O	4	-5	1.0	-3	-15	-8	-1	0.0
Cc1nn(C)cc1NC(=O)Cn1nc(C(F)(F)F)cc1C1CC1	4	-9	nt	-21	-1	5	3	0.0
CCCCc1cc(=O)oc2cc(OCC(=O)Nc3cccnc3)c(Cl)cc12	21	2	0.2	4	4	-3	-7	0.0
COc1ccccc1NC(=O)Nc1nn(C)c2cccc(N(C)C)c12	-13	-4	-2.3	5	20	3	-1	0.3
Cc1ccc(C(=O)OCC(=O)c2ccc(CC(=O)N3CCOCC3)s2)c(C)c1	-4	nt	-1.6	4	-17	-6	8	0.0
CC(C)[C@H](NC(=O)c1ccc(Cl)cc1)C(=O)Nc1cccc(S(=O)(=O)N2CCOCC2)c1	2	20	0.0	nt	-32	2	0	0.2
COc1ccc([C@H]2CC(=O)C=C(c3cc(Br)ccc3OC)C2)cc1	26	30	1.0	20	3	1	2	-0.3
CC(C)NC(=O)N[C@@H]1C=C[C@@H](CC(=O)O)O[C@H]1CO	-3	-10	-1.1	34	13	6	1	0.1
c1cncc(CNc2ncnc3ccc(-c4cccnc4)cc23)c1	0	-18	-0.9	-1	nt	nt	9	0.0
O=C(N/N=C/c1ccsc1)c1cc2ccccc2o1	-22	-23	-1.8	-4	8	-1	-3	0.1
Cc1ccc(C)c(NS(=O)(=O)c2cc3c4c(c2)CC(=O)N4CCC3)c1	1	2	-1.5	2	-14	10	-7	0.3
Cn1cnc(S(=O)(=O)N2CCCCN3[C@@H](CO)[C@@H](c4ccc(-c5ccc(F)cc5)cc4)[C@@H]3C2)c1	-11	4	-1.3	0	-15	-2	-2	0.1
CCCn1nc(C(=O)OCC(=O)Nc2cccc(OC)c2)c2ccccc2c1=O	9	-7	1.8	-18	-3	1	1	0.0
CCOc1ccc(NC(=O)COC(=O)C2(C)CC2(Cl)Cl)c([N+](=O)[O-])c1 (stereo not drawn)	-8	-3	3.3	5	-50	-7	1	0.1
NC(=O)c1ccccc1NC(=O)c1ccccc1S(=O)(=O)c1ccccc1[N+](=O)[O-]	nt	8	nt	-9	0	nt	nt	0.3
Cc1cc(Br)ccc1NC(=O)CN(C)C(=O)c1ccccc1OCc1c(C)noc1C	3	20	-2.6	nt	5	-2	-10	0.0
CCOC(=O)C1(CCOc2ccccc2)CCN(Cc2cccc(OC)c2OC)CC1	11	20	1.0	1	-8	15	0	0.0
COC(=O)[C@@]1(Cc2ccc(F)cc2)[C@H]2c3cc(C(=O)N(C)C)n(Cc4ccc(OC(F)(F)F)cc4)c3C[C@H]2CN1C(=O)c1ccccc1	15	15	0.7	nt	-2	20*	-1	0.1
SMILES	EWS-Fli block	PAX8 inh HTS	CFTR F508del cor	ARNT TACC3 PPI	INS-1E GSIS act	DENV2 CPE rescue	ERp5 inh	Xi reactivation
COc1ccccc1N1CCN(C(=O)c2ccc(Cl)c(S(=O)(=O)N3CCOCC3)c2)CC1	4	10	5.8	4	-3	1	5	0.0
O=C(c1ccccc1)N1CC[C@@H]2[C@H](CO)Nc3ccc(-c4ccccc4F)cc3[C@@H]21	-10	-14	2.4	1	-8	17	-1	0.0
Cc1nn(C)cc1/C=N/NC(=O)c1ccco1	-37	-45	-1.5	1	nt	1	0	0.0
COc1ccc2c3c([nH]c2c1)[C@H](CO)N(C(=O)c1cccnc1)CC31CCN(C(=O)CN(C)C)CC1	7	-10	1.2	nt	30	11	10	0.4
CCOC(=O)COn1c(=O)c(-c2ccc(Br)cc2)[n+]([O-])c2ccccc21	-15	-10	-3.3	-26	7	0	-2	0.0
Cc1cc(C)n(CCNS(=O)(=O)c2ccccc2)n1	5	0	-0.6	-7	4	-12	4	0.0
CCOc1ccccc1/C=N/Nc1nc2ccccc2o1	-26	-82	-0.5	6	-6	1	1	0.2
COc1ccc(NC(=O)N(C)C[C@H]2Oc3ccc(NC(=O)CCCCCC(=O)Nc4ccccc4N)cc3CC(=O)N([C@H](C)CO)C[C@H]2C)cc1	-4	-3	1.0	3	8	-19	0	-0.9
O=C(Nc1ccc(Br)cc1F)c1ccc2c(c1)OCCO2	2	-62	-2.2	nt	24	-3	2	0.0
CCn1cc(C(=O)Nc2ccccc2C(=O)OC)cn1	9	13	-1.0	nt	nt	-4	1	-0.1
C[C@@H]1CCCCO[C@@H](CN(C)C(=O)Nc2ccccc2)[C@H](C)CN([C@H](C)CO)C(=O)c2cc(NC(=O)c3ccncc3)ccc2O1	-1	-9	1.2	-3	-13	-11	-3	0.0
O=S(=O)(N[C@H]1CC[C@@H](CCn2cc(-c3cccc(F)c3)nn2)O[C@H]1CO)c1ccc(F)cc1	6	nt	0.4	0	-22	8	-3	-0.1
COc1cc(CN2CCNC(=O)C2CC(=O)NCCC2=CCCCC2)cc(OC)c1 (stereo not drawn)	0	14	-2.6	nt	-3	1	-1	0.0
CCc1nnc(NC(=O)CSc2nnc(-c3ccc(O)cc3)n2C)s1	-2	6	-1.0	-6	19	-2	-4	0.0
O=C1/C(=C\c2cccc([N+](=O)[O-])c2O)SC(=S)N1Cc1ccccc1	-10	33	2.1	8	-24	7	4	0.0
CCOC(=O)[C@]12CCCC=C1N(CCC1=CCCCC1)C(=O)[C@H](CC(=O)NCc1cccs1)C2	12	6	1.0	nt	-15	6	6	0.0
CC(=O)Nc1cccc(-c2ccnc3c2CC(C(=O)Nc2cccc(OC(F)(F)F)c2)O3)c1 (stereo not drawn)	7	33	5.4	nt	-27	5	4	0.3
O=C(CCN1C(=O)c2cccc([N+](=O)[O-])c2C1=O)Nc1nccs1	7	-3	3.9	-2	-2	-1	-3	0.0
COc1ccccc1-c1cc2nc(C)c(CCC(=O)NC(C)CCc3ccco3)c(C)n2n1 (stereo not drawn)	5	-1	1.3	5	-1	-7	3	0.0
CC(=O)Nc1ccc(Nc2nnc(-c3ccc(C)c(S(=O)(=O)NCC4CCCO4)c3)c3ccccc23)cc1 (stereo not drawn)	10	-7	1.0	-19	nt	3	-2	-0.3
Cc1nc(N2CCN(c3ccccc3)CC2)[nH]c(=O)c1CCC(C)C	5	-5	0.1	-6	8	5	3	0.0
CCN(CC)c1ccc(-c2sc(Nc3ccccc3)n[n+]2-c2ccc(F)cc2)cc1	22	-1	0.9	0	nt	-9	1	0.0
O=C(C[C@H]1CC[C@H]2[C@@H](COC[C@@H](O)CN2C(=O)c2ccccc2)O1)NCc1cccc(F)c1	9	-17	1.2	-5	1	-6	4	0.1
COc1ccccc1/C=N/Nc1nccnc1Cl	-85	nt	-1.6	2	-1	4	0	nt
C[C@@H]1CCCCO[C@H](CN(C)C(=O)CCCN(C)C)[C@@H](C)CN([C@H](C)CO)C(=O)c2cc(NC(=O)Nc3ccc(F)cc3)ccc2O1	-11	-13	0.1	nt	15	37*	-3	-0.4
SMILES	EWS-Fli block	PAX8 inh HTS	CFTR F508del cor	ARNT TACC3 PPI	INS-1E GSIS act	DENV2 CPE rescue	ERp5 inh	Xi reactivation
COc1ccc(C(CNS(=O)(=O)c2ccc(NC(C)=O)c(OC)c2)N2CCCC2)cc1 (stereo not drawn)	0	-3	-0.7	-3	14	36*	-5	0.1
Cc1ccc(-n2nnc3c(=O)n(Cc4ccccc4C)cnc32)cc1	-9	-7	-2.7	0	3	0	5	0.0
Cc1cc(Br)ccc1NC(=O)c1ccc(-n2cncn2)c([N+](=O)[O-])c1	-12	14	0.6	-3	4	-4	6	-0.2
COc1ccc(CNCc2ccccc2[N+](=O)[O-])cc1OC	8	12	0.9	7	15	-1	1	-0.1
O=C(Nc1cccc(C(=O)O)c1)/C(=C\c1ccco1)NC(=O)c1ccccc1	-1	-5	-2.5	-1	10	50*	4	0.5
Cc1noc(C)c1NC(=O)Nc1ccc2c(c1)C(=O)N([C@H](C)CO)C[C@@H](C)[C@H](CN(C)C(=O)Nc1ccc(C(F)(F)F)cc1)OCCCC[C@H](C)O2	16	4	1.3	8	-10	-9	7	0.2
CC(C)CNC(=O)[C@@]1(c2ccc([N+](=O)[O-])cc2)CC(=O)N(CC23CC4CC(CC(C4)C2)C3)[C@@H]1c1ccc(CO)cc1	8	-3	1.6	10	nt	0	0	nt
COc1ccc(S(=O)(=O)NCc2cc(=O)n(C)c(=O)n2C)cc1C	-5	-13	-1.5	-3	10	2	15	0.2
COc1ccc(S(=O)(=O)N[C@H]2C=C[C@H](CC(=O)N3CCC(Cc4ccccc4)CC3)O[C@@H]2CO)cc1	-2	18	-1.9	nt	-24	?	-9	0.2
CCCCOc1ccc(N=Cc2ccc[nH]2)cc1	6	-17	-1.9	9	2	-8	4	0.0
COC(=O)c1cccc(NC(=O)Nc2ccc(Cl)cc2Cl)c1	-19	-46	-2.4	-12	nt	10	4	0.0
Cc1ccc(O)c(NC2=C(Cl)C(=O)N(Cc3ccccc3)C2=O)c1	10	31	-0.4	-7	20	10	0	0.0
Cc1ccc(S(=O)(=O)Nc2ccc3c(c2)CC(=O)N([C@H](C)CO)C[C@@H](C)[C@H](CN(C)S(=O)(=O)c2ccc(F)cc2)O3)cc1	3	-18	-1.5	-1	2	?	nt	0.2
CCOC(=O)[C@@H](NC(=O)CC[C@H]1O[C@@H](n2ccc(=O)[nH]c2=O)[C@H](O)[C@@H]1O)C(C)C	-2	6	-0.9	nt	nt	3	8	0.2
COC(=O)c1ccccc1NS(=O)(=O)c1ccc(O)c(C(=O)O)c1	-12	nt	1.9	-2	12	nt	2	nt

The order is random, and some 4.2% of all compounds hit somewhere here.
